TRPN1 ag – zebrafish TRPN1 channel agonists, primary screen, cell-based, HEK293, calcium fluorescence; transient receptor potential cation channel N1 (TRPN1/NompC), Danio rerio; activation, % at 3 µM; HEK293 zebrafish TRPN1-YFP, Fluo-8 calcium fluorescence; 100% = response to 87 µM carbachol; 220,000 compounds, 0.18% hits;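 active = activation above its plate's cutoff, the mean activation of test wells on that plate plus 3 SD, cut at about 19% in these data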;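 note: 0% = DMSO alone and 100% = 87 µM carbachol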
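System: zebrafish TRPN1-YFP in HEK293 cells / Dosing: 3 µM single point / Timing: dye loading 1 h at 37 °C, then 30 min room temperature / Signal: Fluo-8 calcium fluorescence, excitation 470-495 nm, emission 515-575 nm / Read-out basis: percent activation from peak over basal fluorescence ratio, control-normalized / Control set: high carbachol 87 µM, low DMSO alone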
Runt-SMMHC FRET – inhibitors of RUNX1 Runt–CBFb-SMMHC binding, primary screen, biochemical, FRET, Cerulean-Runt, Venus-CBFb-SMMHC, uHTS; 220,000 compounds, 0.74% hits; Cerulean-Runt/Venus-CBFb-SMMHC FRET ratio 530/480, 1 h; inhibition, % at 20 µM;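 active = mean inhibition across duplicate retests at 20 µM reaching about 50%, limit read from the data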;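 note: 0% = DMSO wells and 100% = wells with excess untagged CBFb-SMMHC; inhibitors lower the FRET ratio by blocking Runt binding to CBFb-SMMHC; some results filed as inactive read as strong as hits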
MDM2 E3 inh – MDM2-luciferase reporter signal enhancers, primary screen, MDM2 E3 ligase inhibitor project, cell-based, luminescence, 1536-well. E3 ubiquitin-protein ligase Mdm2 (Homo sapiens), Q00987. cell-based MDM2 ubiquitination luciferase reporter, 2 h; 0 = plate control, 100 = twice control, blank-subtracted. signal enhancement, % at 5 µM. 210,000 compounds, 0.11% hits;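 active = signal enhancement of 30% or more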;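 note: luminescence tracks abundance of the self-degrading MDM2-luciferase fusion protein; higher signal means inhibition of MDM2 E3 ligase activity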
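system = mammalian cells stably expressing self-ubiquitinating, self-degrading MDM2 E3–luciferase fusion | quantity = 2000 cells per well seeded | incubation = 4 h cell settling then 2 h compound exposure, 37 °C | signal = SteadyLite luminescence, 15 min reagent step | benchmarks = plate control and blank wells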
PPC-1+TRAIL kill – compounds killing PPC-1 cancer cells with TRAIL present, primary screen, TRAIL potentiator project, ATPLite luminescence, uHTS | PPC-1 cells + TRAIL, ATPLite viability luminescence | cell killing (% activity), % at 4 µM | 220,000 compounds, 0.41% hits;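 active = cell killing above 50% in the first pass at 4 µM, then a duplicate retest at 5 µM averaging 50% or more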;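 note: plate controls were cells with TRAIL plus DMSO for no effect and medium-only wells lacking cells for full effect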
TRPML3 ag – human TRPML3 channel agonists, primary screen, cell-based, HEK293 TRPML3-YFP, Fluo-8 calcium fluorescence, 3 µM. 220,000 compounds, 0.29% hits. Mucolipin-3 (Homo sapiens), Q8TDD5. activation, % at 3 µM. 100% = the carbachol control signal;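 active = activation above its plate's cutoff, the mean activation of the plate's test wells plus 3 SD, cut at about 12% in these data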;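 note: 0% = DMSO only wells and 100% = carbachol wells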
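Test system – HEK293 line with stable expression of human TRPML3-YFP channel · Control set – carbachol 87 µM final as high control (100%), DMSO as low control (0%) · Signal – Fluo-8 calcium dye fluorescence, ex 470-495, em 515-575 nm · Incubation – 1-h 37 °C dye load, 5-s basal, 120-s post-compound reads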
TNF death inh – inhibitors of TNF-alpha triggered necroptosis, primary screen, cell-based, Jurkat FADD-/-, single concentration; activation (protection from cell death), % at 10 µM; Jurkat FADD-/- TNF necroptosis rescue, ATP luminescence, 24 h; 0 = TNF only, 100 = no-TNF cells; 220,000 compounds, 0.068% hits; AID 463075, 2010;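 active = activation, meaning protection from cell death, of at least 50% relative to plate controls; inactive = activation below 50%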;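 note: necroptosis triggered by 40 ng/mL TNF-alpha added together with compound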
p47phox inh – p47phox/p22phox peptide binding inhibitors, primary screen, biochemical, uHTS, NADPH oxidase regulatory subunit. Neutrophil cytosol factor 1 (Homo sapiens), P14598. fluorescence polarization, 2 h. inhibition, % at 24.7 µM. 220,000 compounds, 0.53% hits. AID 1274, 2008;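 active = inhibition above about 30%, limit read from the data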;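 note: 0% = p47phox with labelled peptide and 100% = labelled peptide alone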
Target sequence (P14598 whole entry, looked up): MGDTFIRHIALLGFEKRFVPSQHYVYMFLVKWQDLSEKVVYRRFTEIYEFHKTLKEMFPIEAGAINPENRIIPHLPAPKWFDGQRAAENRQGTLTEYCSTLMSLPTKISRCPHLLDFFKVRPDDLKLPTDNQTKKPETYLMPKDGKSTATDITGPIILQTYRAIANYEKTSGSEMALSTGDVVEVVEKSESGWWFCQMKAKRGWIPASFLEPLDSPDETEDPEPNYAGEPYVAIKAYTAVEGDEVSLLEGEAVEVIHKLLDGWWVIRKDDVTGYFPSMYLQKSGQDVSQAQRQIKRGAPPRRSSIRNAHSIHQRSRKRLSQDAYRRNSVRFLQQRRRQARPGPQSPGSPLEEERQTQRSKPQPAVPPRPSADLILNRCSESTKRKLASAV
CHOP inhibitor – inhibitors of CHOP promoter induction, primary screen, cell-based, unfolded protein response, luciferase reporter; CHO-K1 CHOP-promoter luciferase, tunicamycin-induced, 15-18 h; inhibition, % at 10 µM; 220,000 compounds, 3.8% hits; AID 2732, 2010;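 active = compounds that reduced the stress-induced luciferase reporter signal by more than about 70% of percent inhibition, limit read from the data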;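 note: 0% = tunicamycin plus vehicle and 100% = wells without tunicamycin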
EBV gp42 block – Epstein-Barr virus gp42 inhibitors, primary screen, biochemical, uHTS, fluorescence polarization. Glycoprotein 42 (Epstein-Barr virus (strain AG876)), Q1HVG2. Fluorescence polarization binding assay, mP read-out. inhibition, % (tested at 21.74 µM). 220,000 compounds, 0.42% hits. AID 1085, 2008; in the data active = inhibition above about 50%
Target sequence (Q1HVG2 whole entry, looked up): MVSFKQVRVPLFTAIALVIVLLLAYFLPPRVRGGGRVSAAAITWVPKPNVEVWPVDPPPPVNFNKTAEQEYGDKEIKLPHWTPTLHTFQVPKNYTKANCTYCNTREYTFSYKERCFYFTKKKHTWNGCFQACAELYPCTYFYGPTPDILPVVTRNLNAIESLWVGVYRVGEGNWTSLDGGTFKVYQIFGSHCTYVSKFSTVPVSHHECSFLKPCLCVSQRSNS
Numbers without * were called inactive; . = not tested or not shown.

SMILES	TRPN1 ag	Runt-SMMHC FRET	MDM2 E3 inh	PPC-1+TRAIL kill	TRPML3 ag	TNF death inh	p47phox inh	CHOP inhibitor	EBV gp42 block
CCCCN(CC)CCCNC(=O)C1CCN(c2ncnc3c2sc2cccc(F)c23)CC1	-0.2	-1	-10	11	0.2	2.8	0	16	-17
Cc1ccccc1C(=O)NNC(=O)c1ccc(F)cc1	-0.8	-2	-18	2	0.0	-2.3	-4	-23	-10
COc1ccc(C(=O)N2CCN(c3ccc([N+](=O)[O-])c(-n4nc(C)cc4C)c3)CC2)cc1	-0.8	-2	2	-1	0.2	2.3	2	-3	6
O=c1[nH]c(Nc2ccccc2)cc2ccccc12	2.4	-17	5	-2	1.2	-0.7	-8	-9	72*
COc1cccc(-n2c(Cc3cc(=O)[nH]c(=O)[nH]3)nnc2SCC(=O)N2CCCC2)c1	-0.6	-1	-22	13	0.5	0.4	-4	-22	-18
COc1cccc(Nc2nnc(SCN3C(=O)c4ccccc4C3=O)s2)c1	0.6	-1	-6	8	0.0	0.8	-10	21	-17
CC(C)(C)C1CCC2(CC1)SCC(=O)N2c1ccccc1 (configuration not stated)	-0.4	-10	-10	6	-0.3	-1.0	-6	77*	-15
CCCCc1ccc(C2C(C#N)=C(N)SC(N)=C2C#N)s1	11	20	-1	11	1.3	-2.4	-42	10	-69
Cc1c(C(=O)N2CCC(C)CC2)sc2ncnc(N3CCN(c4ccccc4)CC3)c12	-0.1	-2	3	12	0.8	-8.6	4	20	3
CC1CN(CCCOc2ccccc2[N+](=O)[O-])CC(C)O1 (configuration not stated)	0.2	-2	-2	5	0.1	-2.4	4	7	-3
CC(C)Cc1nc(NCCN2CCOCC2)c(C#N)c2c1COC(C)(C)C2	-1.1	-6	-9	21	0.9	-0.8	0	6	5
CCOC(=O)Cc1c(C)nc2c(C#N)c[nH]n2c1=O	0.6	5	-9	18	0.9	-2.2	-29	-4	-6
COc1ccc(C(=O)Oc2ccc(C(=S)N3CCOCC3)cc2)cc1	2.6	16	-4	14	0.4	2.6	0	-6	-27
O=C(c1ccccc1)N(Cc1ccc(F)cc1)Cc1nc2ccccc2c(=O)[nH]1	-0.1	-1	6	17	-0.8	-0.9	-4	18	-7
O=C(c1cnc(N2CCN(c3ccccn3)CC2)c2ccccc12)N1CCN(c2cccc(Cl)c2)CC1	-0.3	5	-6	0	0.9	-6.2	-5	77*	3
CCCNC(=O)Cn1sc2nc(C)cc(C)c2c1=O	2.9	60*	.	6	2.5	-3.5	10	-25	-20
COc1ccc(C(C)(C)C)cc1NC(=O)C1CC=CCC1C(=O)O (configuration not stated)	-0.5	2	-13	16	0.1	0.9	5	-21	2
O=C(CSC1=NC(=O)C(c2ccccc2)C(=O)N1)Nc1ccccc1Cl (configuration not stated)	-0.8	-2	-24	-1	0.3	1.3	-4	13	2
COc1ccc(/C=C2\N=C(c3ccccc3)N(c3ccc(C(=O)O)cc3)C2=O)cc1OC	1.9	-19	-5	2	0.6	-2.5	-14	7	-21
CC1CCN(CCCNC(=O)c2coc3nc4ccccc4nc23)CC1	1.4	20	-9	17	1.0	-4.6	-59	-34	-19
O=C(CCCCCn1c(=S)[nH]c2cc3c(cc2c1=O)OCO3)N1CCN(Cc2ccccc2)CC1	-0.5	-2	-8	-8	-0.4	-0.8	-2	40	-23
CCCNC(=O)c1cc2cc([N+](=O)[O-])ccc2s1	0.9	3	-32	1	0.2	0.1	-9	11	-21
COc1ccc(NC(=O)c2ccco2)cc1NC(=O)c1c(F)c(F)c(OC)c(F)c1F	0.2	-4	-11	8	0.5	-0.6	-8	32	-12
O=C(N/N=C/c1ccco1)c1ccncc1	0.4	-3	-15	-2	1.1	-1.6	-6	7	-14
COc1cc(/C=N/Nc2ccccc2)ccc1OC(=O)c1cccs1	-1.2	-9	-9	14	-0.7	2.6	3	-15	7
O=C(CCSc1nnc2ccccn12)Nc1ccc2c(c1)OCO2	2.2	1	-12	-10	0.5	0.1	-8	-8	-20
COc1ccccc1OCCCCCCN1CCOCC1	-0.3	1	-12	17	0.9	0.4	1	-1	7
Cc1cc(/C=C2/NC(=O)N(c3ccccc3)C2=O)c(C)n1C(C)C	-0.1	4	-1	16	0.9	2.1	-18	8	-12
CCN(CC)/C(Sc1ccccc1)=C(/C(Cl)=C(Cl)Cl)[N+](=O)[O-]	0.4	4	3	-15	0.1	-10	0	18	-17
CC(C1CC1)N(Cc1ccccc1)C(=O)NC(=O)c1ccccc1 (configuration not stated)	1.5	-1	-11	10	0.9	-0.2	6	5	1

Random excerpt: 3 entries already listed.
SMILES	TRPN1 ag	Runt-SMMHC FRET	MDM2 E3 inh	PPC-1+TRAIL kill	TRPML3 ag	TNF death inh	p47phox inh	CHOP inhibitor	EBV gp42 block
CC1CN(CCCOc2ccccc2[N+](=O)[O-])CC(C)O1 (configuration not stated)	0.2	-2	-2	5	0.1	-2.4	4	7	-3
Cc1c(C(=O)N2CCC(C)CC2)sc2ncnc(N3CCN(c4ccccc4)CC3)c12	-0.1	-2	3	12	0.8	-8.6	4	20	3
COc1cc(/C=N/Nc2ccccc2)ccc1OC(=O)c1cccs1	-1.2	-9	-9	14	-0.7	2.6	3	-15	7

Next part:
SMILES	TRPN1 ag	Runt-SMMHC FRET	MDM2 E3 inh	PPC-1+TRAIL kill	TRPML3 ag	TNF death inh	p47phox inh	CHOP inhibitor	EBV gp42 block
S=C(Nc1ccc2nsnc2c1)NC1CCCCC1	1.0	-55	-34	36	0.6	0.9	3	12	-13
CC(C)N1CSC(=S)N(Cc2ccccc2)C1	-0.3	2	14	13	0.3	-8.9	.	24	-8
C#CCOC(=O)CCC(=O)Nc1cc(OC)nc(OC)n1	0.7	-4	-17	16	0.2	-2.2	3	5	-15
Fc1cccc(CN2CCCCCCC2)c1	1.1	0	1	10	1.7	1.0	-8	-8	-15
Cc1ccc(C)c(N(CC(=O)NC2CCCC2)C(=O)c2cc3cc4cccc(C)c4nc3s2)c1	1.7	-5	-2	17	1.8	1.1	1	21	-5
CN(C)CCN1C(=O)NC(C)(c2ccc([N+](=O)[O-])cc2)C1=O (configuration not stated)	0.6	-1	4	-13	-0.8	0.8	-1	3	-11
Cc1cc(NC(=O)COc2ccccc2C)no1	0.5	-2	-1	13	0.4	4.6	-9	-21	-20
O=C1CCCN1c1ccc(S(=O)(=O)Nc2cccnc2)cc1	2.3	-1	-4	3	1.2	0.7	3	50	-8
Fc1ccc(COc2ccc(/C=N/n3cnnc3)cc2)cc1	-1.0	1	-4	22	-1.0	1.3	-5	21	0
O=S(=O)(NCCc1cn2ccccc2n1)c1ccc(F)c(C(F)(F)F)c1	0.3	0	-26	.	0.2	1.0	5	-5	-18
Cc1csc(SCC(=O)Nc2ncc(Cl)c(C)c2Cl)n1	-0.9	-8	4	-5	-0.4	-0.6	-41	-6	-27
CC(C)(C)C(=O)NC(=S)NCCc1ccccc1	-1.6	2	-2	7	-1.5	-2.6	-2	16	-6
O=C(NCC1CCCO1)C1CC(=O)N(c2ccc(F)c(Cl)c2)C1 (configuration not stated)	0.0	0	0	16	0.2	0.2	-15	1	-5
Cc1cccc(OCCSCc2nc3ccccc3[nH]2)c1	-1.0	-7	3	12	-0.6	2.4	-65	24	2
CC1CC(C)CN(S(=O)(=O)c2ccc(C(=O)N3CCN(c4ccccc4)CC3)cc2)C1 (configuration not stated)	-0.8	0	-4	-3	1.0	0.7	1	53	-17
O=C(CO/N=C/c1cccc([N+](=O)[O-])c1)Nc1ccc2ccccc2c1	0.5	-3	-5	8	0.7	0.2	-7	-11	-22
O=C(c1cccnc1)N1CCN(c2ccc3ccccc3n2)CC1	0.8	-2	13	4	0.2	-1.1	-11	17	1
Cc1cc(C)cc(Oc2ccccc2/C=C\C(=O)O)c1	-0.7	-4	-18	-6	0.0	-1.7	-7	16	-1
CCCC(=O)NC(NC(=S)Nc1ccc(S(N)(=O)=O)cc1)C(Cl)(Cl)Cl (configuration not stated)	-0.3	4	-7	-2	-0.5	2.3	-8	-4	-12
CC(C)C(c1nnnn1Cc1ccc(F)cc1)N1CCN(C2CCCC2)CC1 (configuration not stated)	-2.2	-6	-5	23	0.3	1.8	15	18	-3
CCCc1cc(=O)[nH]c(SCC(=O)Nc2ccccc2C#N)n1	-0.3	-3	-5	16	0.4	-1.2	-8	17	-26
O=C(NCc1ccco1)c1ccc2c(=O)n(Cc3ccco3)c(SCC(=O)N3CCCC3)nc2c1	-0.3	-1	-7	8	-1.1	-0.4	-26	-3	27
CCOc1ccccc1C(=O)Nc1ccc(S(=O)(=O)N2CCOCC2)cc1	1.9	2	-12	-2	0.9	1.1	-5	33	15
CCNC(=S)NNC(=O)c1cc(CC(C)C)nc2ccccc12	-0.4	-2	0	15	0.5	-2.0	-11	-14	-20
CCOC(=O)c1sc(NC(=O)CSc2ncn(-c3ccccc3)n2)nc1C	0.4	-1	-9	18	-0.7	-0.6	-7	52	0
CCOC(=O)CN1NC2(CCC(C(C)(C)C)CC2)NC1=S (configuration not stated)	0.6	31	-4	19	0.1	-1.2	-13	19	6
Cn1c(=O)oc2cc(S(=O)(=O)N3CCN(c4ccc(F)cc4)CC3)ccc21	2.2	0	4	17	-0.3	-1.0	-43	8	-27
COc1ccc(C2=NNC(c3cccnc3)=Nc3ccccc32)cc1	-1.1	-4	-1	8	-0.2	-0.2	-5	6	-12
COc1ccc2c(c1)c(C(O)CN1CCC(Cc3ccccc3)CC1)c(C)n2C (configuration not stated)	-1.1	-43	-12	2	-0.3	-5.5	-21	46	-16
O=C(CCCC(=O)N(CC(=O)NC1CCCC1)Cc1ccc(F)cc1)Nc1ccccn1	-0.3	0	-12	0	-1.0	0.4	-7	35	-3
CCCCOc1cccc(C(=O)Nc2ccc(N3CCN(CC)CC3)cc2)c1	-0.5	3	-7	0	0.5	5.5	-16	-27	-21
CC(C)(C)n1ncc2c(=O)n(Cc3ccc(Cl)cc3)cnc21	1.2	1	-12	24	5.7	-0.2	-14	58	1

Source: PubChem BioAssay
